# Hep lipid drop: hepatic lipid droplet formation modulation; inhibition, % at 6.5 µM; 0.4% of 240,000 active; AML12 mouse hepatocytes, oleate lipid droplets, BODIPY imaging; AID 1656;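 active means lipid droplet intensity inhibited by at least 50%, with more than 500 cells counted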
#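 Assay system: AML12 hepatocytes (mouse); Probe or stimulus: oleic acid at 100 µM to induce lipid droplet formation; Dosing: compound at 6.5 µM only; Schedule: compound with oleate, overnight; Detection: fluorescence imaging, 20x objective, two fields per well; Measure: % inhibition of lipid droplet signal.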
# Autophagy mod: alters autophagy in cells | 0.98% of 190,000 active | MEF GFP-LC3 puncta imaging; test concentration mostly 10 µM | calls only at 10 µM (by protocol) | AID 463193;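 active means percentage of spot-positive cells more than 3 SD above its plate mean, without a fluorescence outlier flag or 80% toxicity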;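 further: spot-positive cell cutoff set from DMSO-treated cells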
# b-catenin transl: alters nuclear translocation of beta-catenin in HeLa cells. AID 1665. nuclear translocation activity, % at 5 µM. immunofluorescence imaging. 0.3% of 190,000 active;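 active means nuclear translocation activity above 50% at 5 µM, with a well cell count of 50 or more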;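 further: per-cell ratio of nuclear to cytoplasmic median beta-catenin stain intensity; plate controls were DMSO negative control for no effect and GSK-3 inhibitor IX positive control for full effect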
#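 Test system: HeLa cells, endogenous beta-catenin; Compound: single 5 µM dose plus 0.02–20 µM confirmation series; Times: compound exposure 24 h at 37°C; Signal: fluorescence imaging of beta-catenin antibody stain plus DAPI; Read-out: % activation, nuclear-to-cytoplasmic median beta-catenin signal ratio per cell.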
# CSM14.1 death rescue: protection against thapsigargin-triggered cell killing – 384-well, CSM14.1, ATP luminescence, primary screen (AID 1222) | cellular ATP content (survival), % at 20 µM; hits with a dose series show EC50 in µM | CSM14.1 thapsigargin-induced death rescue, ATP luminescence; higher % means a stronger effect | 190,000 tested, under 10 active;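 active means EC50 below 50 µM in the dose-response confirmation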;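 further: death triggered by thapsigargin at about 15 µM added after 2 h compound pretreatment; cell ATP read after overnight thapsigargin exposure of roughly 18 to 22 hours; normalized against plate controls of thapsigargin alone and 5% DMSO vehicle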
# Insulin prom up: MIN6 insulin promoter up-regulation; MIN6 insulin promoter-GFP reporter, high-content imaging; hits give high values; 0.3% of 190,000 active; AID 1625; z-score at 5 µM;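 active means z-score above 3 at 5 µM with at least 500 cells counted in the well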
# WT yeast gro inh: growth inhibition of WT yeast, mitochondrial fusion screen. inhibition, % at 10 µM. mitochondrial fusion phenotypic screen, WT strain. AID 1362. 2.1% of 190,000 active; in the data active means inhibition above about 58%; tested in S. cerevisiae
# Dynein transport: blocks dynein driven cargo transport along microtubules; 3617.4 mouse cells, GR-EGFP nuclear translocation imaging; test concentration mostly 20 µM; stimulated with dexamethasone, 1 µM; hits give low values; z-score, hits read low; 0.47% of 220,000 active; AID 1381;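 active means plate z-score of nuclear minus cytoplasmic receptor signal below a set negative limit, without overly bright fluorescence or cell loss, cut at about -3.5 in these data, passing the limit was not always enough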;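 further: z-score of nuclear minus cytoplasmic ring GR-EGFP intensity difference per well; some compounds called inactive have numbers as strong as hits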
#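 Buffer or medium: tetracycline-free induction medium containing charcoal-stripped FBS / Reagent: dexamethasone agonist, 1.0 µM final, for 30 min / Technique: automated 10x imaging of fixed Hoechst-stained cells / Times: induction 48 h, compound 1 h, agonist 30 min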
# XIAP displacement: small molecules displacing peptide from XIAP – biochemical, IAP family, fluorescence polarization (AID 1018); XIAP BIR domain, fluorescence polarization peptide displacement; higher % means a stronger effect; displacement, % at 20 µM, or IC50 in µM where a hit was titrated; 0.007% of 200,000 active; in the data active means displacement above about 50%; further: a part of the inactive calls stands beside numbers as strong as those of hits
# MT stabilize HCS: microtubule stabilizers in HeLa cells | HeLa tubulin immunostaining HCS, 24 h; share of cells brighter than vehicle mean+2SD | % tubulin-high responders, % at 10 µM | 0.83% of 200,000 active | AID 2205;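 active means plate Z-score above 3 for both tubulin-high and condensed-nucleus cell shares, with cell loss under 80%, at 10 µM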;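 further: anti alpha tubulin signal scored within the nucleus-defined area of each cell; some results filed as inactive read as strong as hits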
# WT yeast gro inh mutant strain: also measured in WT yeast gro inh; calls as there; inhibition, %; mitochondrial fusion phenotypic screen, mutant strain inhibition
# Dynein transport cytoplasmic EGFP: further read-out of Dynein transport, marked with its call; z-score; measured here: cytoplasmic GR-EGFP intensity; hits give high values
# Dynein transport nuclear GR-EGFP: recorded beside Dynein transport, whose call it bears; z-score; measured here: nuclear GR-EGFP intensity;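 lower value marks the stronger effect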
# Dynein transport cell count: recorded beside Dynein transport, whose call it bears; z-score; measured here: cell count per field
# Insulin prom up cell count: recorded beside Insulin prom up, whose call it bears; cell count; measured here: cytotoxicity, nuclei count;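 total cells summed across four imaged fields per well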
# Hep lipid drop cells 6.5 µM: further read-out of Hep lipid drop, marked with its call; cell count; measured here: cell count, cytotoxicity flag;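 cells counted across two imaged fields per well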
# b-catenin transl cell count 5 µM: also measured in b-catenin transl; calls as there; cell count; measured here: cell count, cytotoxicity flag
# MT stabilize HCS Hoechst-high %: recorded beside MT stabilize HCS, whose call it bears; % Hoechst-high responders; measured here: nuclear condensation Hoechst responders;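 share of cells brighter than vehicle mean plus two SD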
# MT stabilize HCS cytotoxicity %: further read-out of MT stabilize HCS, marked with its call; toxicity, %; measured here: cytotoxicity by cell density;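 0% = mean cell density of plate MIN control wells and 100% = no cells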
# Autophagy mod cell loss 18 h: recorded beside Autophagy mod, whose call it bears; toxicity, %; measured here: cell loss, nuclei count;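 cell loss after 18 h compound exposure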
# Starred values were filed as active, the others as inactive; i = inactive; . = not tested or not shown.
SMILES,Hep lipid drop,Hep lipid drop cells 6.5 µM,Autophagy mod,Autophagy mod cell loss 18 h,b-catenin transl,b-catenin transl cell count 5 µM,CSM14.1 death rescue,Insulin prom up,Insulin prom up cell count,WT yeast gro inh,WT yeast gro inh mutant strain,Dynein transport,Dynein transport cytoplasmic EGFP,Dynein transport nuclear GR-EGFP,Dynein transport cell count,XIAP displacement,MT stabilize HCS,MT stabilize HCS Hoechst-high %,MT stabilize HCS cytotoxicity %
CS(=O)(=O)N1CCC(Oc2ccccc2C(=O)N2CCCCC2CO)CC1 (stereo not drawn),-6,666,i,-9,0.2,1654,-0.7%,.,.,-3,-19,0.38,-0.19,0.061,-0.19,3.5%,1.3,2.0,5.3
O=C(C/C=N\OCc1ccc([N+](=O)[O-])cc1)Nc1ccccc1,3,637,i,19,1.0,1560,-0.9%,.,.,1,6,-0.61,-0.0056,-0.17,0.62,-5.4%,2.5,1.7,3.5
COc1ccc(CC(=O)Nc2cccc(-c3nnc(-c4ccccc4)o3)c2)cc1OC,17,731,i,25,.,.,-3.7%,-1.9,1025,-9,-8,1.1,-0.12,0.65,-0.75,-4.1%,3.7,38,97
COc1ccc(C(Nc2ccccn2)c2c(NC(=O)c3ccco3)sc(C)c2C)cc1 (stereo not drawn),11,710,i,10,-1.6,1102,-0.3%,0.96,1619,31,3,0.33,-0.28,0.27,-0.046,-5.2%,2.4,2.2,11
CCc1ccc(OCC(=O)O/N=C(\N)c2ccccn2)cc1,-4,692,.,.,1.2,1250,.,-0.24,1034,.,.,0.019,-0.23,0.95,-0.36,.,.,.,.
Cc1ccc(Nc2c(-c3ccccc3O)nc3cnccn23)cc1,3,723,i,-3,0.3,1173,1.2%,-1.4,1252,23,-8,0.33,-0.2,-0.0035,-0.78,1.3%,3.5,4.4,5.8
C=CCn1c(=O)c(C(=O)NCCc2ccccc2)c(O)c2ccccc21,-2,717,i,2,-7.2,1272,5.2%,0.13,1212,-9,-8,-0.6,-0.18,0.029,0.13,-1.0%,4.6,2.2,13
Cc1cc2nc(-c3cccnc3SCC(=O)NC(C)C)[nH]c2cc1C,12,673,i,-2,-1.5,1192,-2.5%,-0.46,1436,30,31,-1,-0.25,-0.15,1.4,-3.9%,3.2,2.0,7.0
COc1ccc(N2CCN(C(=O)c3cccn4c(=O)c5ccccc5nc34)CC2)cc1,-6,733,i,-33,2.6,564,0.4%,.,.,-8,-8,-1,-0.25,-0.46,0.75,-1.5%,2.3,1.6,8.2
O=C(CNC(=O)c1ccco1)N/N=C/c1ccccc1[N+](=O)[O-],-2,725,i,-35,.,.,-0.7%,-0.12,1145,-2,5,-0.21,-0.25,-0.13,0.81,1.5%,1.1,1.3,11
COc1cccc(C(c2nnnn2Cc2ccc(F)cc2)N2CCC(C(N)=O)CC2)c1OC (stereo not drawn),13,796,i,-1,-1.8,1217,-2.7%,0.33,1246,-10,-2,-0.59,-0.23,-0.03,0.43,-5.1%,5.7,1.3,5.9
CCOC(=O)c1ccc(CNC(=O)C2CCCCC2C(=O)OCC(F)(F)F)o1 (stereo not drawn),.,.,i,-5,.,.,-2.3%,.,.,24,-5,-1.2,-0.22,-0.26,0.79,0.8%,3.6,0.9,4.7
CCOC(=O)c1c(C)[nH]c(C(=O)COC(=O)COc2ccc(OC)cc2)c1C,10,757,i,9,2.5,597,-1.3%,-0.57,1358,6,-4,0.14,-0.21,-0.15,0.095,-2.7%,8.6,4.2,1.1
COC(=O)Nc1ccc(S(=O)(=O)N2CCN(CCN3C(=O)C4C5C=CC(C5)C4C3=O)CC2)cc1 (stereo not drawn),6,802,i,-4,0.9,934,7.3%,1.1,858,11,17,-1.3,0.096,-0.65,0.83,-6.0%,2.1,1.4,6.1
Oc1cc2ccccc2cc1-c1n[nH]c(=S)n1Cc1ccco1,0,706,i,2,-1.5,1058,-0.4%,-1.3,1470,-4,-4,1.9,-0.19,1.2,-1.3,-14%,0.9,1.3,1.9
Cc1ccc(NC(=O)CSc2nc3[nH]ncc3c(=O)[nH]2)cc1,1,743,i,0,-0.8,1006,-1.3%,-0.58,1269,0,-11,-0.41,-0.3,-0.069,-0.36,-4.0%,1.9,1.1,2.6
O=C(CNc1cccc2ccccc12)N/N=C/c1ccc[nH]1,0,739,.,.,0.0,1299,.,-0.76,1060,.,.,-1.2,-0.28,-0.041,0.61,.,.,.,.
Cc1ccc2c(COn3nnc4ccc(S(=O)(=O)N(C)C)cc43)cc(=O)oc2c1C,-24,563,i,-4,.,.,.,-0.12,1284,-4,6,-0.68,-0.23,-0.13,-0.35,-2.5%,1.4,1.6,4.4
Nc1ncc(Br)cc1S(=O)(=O)NCCC(=O)Nc1cccc(Cl)c1,.,.,i,23,0.5,1348,-2.2%,-0.18,1595,57,-14,-0.26,0.2,0.44,0.51,0.1%,2.1,1.5,10
COC(=O)c1cccc(NC(=S)Nc2cccc(Cl)c2Cl)c1,13,669,i,3,-0.9,1157,-2.2%,-0.5,1504,-8,-4,-0.34,-0.27,-0.32,0.46,-3.0%,5.2,2.2,6.6

# Two of the compounds above, with bars between the fields:
Compound | Hep lipid drop | Hep lipid drop cells 6.5 µM | Autophagy mod | Autophagy mod cell loss 18 h | b-catenin transl | b-catenin transl cell count 5 µM | CSM14.1 death rescue | Insulin prom up | Insulin prom up cell count | WT yeast gro inh | WT yeast gro inh mutant strain | Dynein transport | Dynein transport cytoplasmic EGFP | Dynein transport nuclear GR-EGFP | Dynein transport cell count | XIAP displacement | MT stabilize HCS | MT stabilize HCS Hoechst-high % | MT stabilize HCS cytotoxicity %
CCOC(=O)c1c(C)[nH]c(C(=O)COC(=O)COc2ccc(OC)cc2)c1C | 10 | 757 | i | 9 | 2.5 | 597 | -1.3% | -0.57 | 1358 | 6 | -4 | 0.14 | -0.21 | -0.15 | 0.095 | -2.7% | 8.6 | 4.2 | 1.1
COC(=O)Nc1ccc(S(=O)(=O)N2CCN(CCN3C(=O)C4C5C=CC(C5)C4C3=O)CC2)cc1 (stereo not drawn) | 6 | 802 | i | -4 | 0.9 | 934 | 7.3% | 1.1 | 858 | 11 | 17 | -1.3 | 0.096 | -0.65 | 0.83 | -6.0% | 2.1 | 1.4 | 6.1

# Further records.
SMILES,Hep lipid drop,Hep lipid drop cells 6.5 µM,Autophagy mod,Autophagy mod cell loss 18 h,b-catenin transl,b-catenin transl cell count 5 µM,CSM14.1 death rescue,Insulin prom up,Insulin prom up cell count,WT yeast gro inh,WT yeast gro inh mutant strain,Dynein transport,Dynein transport cytoplasmic EGFP,Dynein transport nuclear GR-EGFP,Dynein transport cell count,XIAP displacement,MT stabilize HCS,MT stabilize HCS Hoechst-high %,MT stabilize HCS cytotoxicity %
Clc1ccccc1OCc1nc(-c2ccccn2)no1,11,634,i,0,.,.,-5.2%,0.35,1232,-9,1,-1.1,-0.25,-1.1,-0.31,-2.9%,2.7,1.3,12
CCOc1ccccc1N1CCN(C(=O)c2c(C)noc2C)CC1,-10,668,i,4,.,.,-1.5%,-0.52,1185,0,-8,-0.57,-0.23,-0.073,-0.73,-0.9%,1.0,2.4,6.7
CCOc1ccc(CC(=O)C2C(=O)CCCC2=O)cc1OCC,.,.,i,4,.,.,3.9%,.,.,-40,-42,-0.96,-0.37,-0.16,0.93,-3.7%,7.5,1.5,3.8
O=C(COc1ccccc1[N+](=O)[O-])N/N=C/c1ccccn1,39,674,i,-4,-1.9,1217,-0.5%,0.19,1495,-10,-13,0.62,-0.26,0.63,-0.9,-1.5%,4.1,2.6,3.7
COc1ccc(C2C3C(=O)N(Cc4ccccc4)C(=O)C3ON2c2ccccc2)c(OC)c1OC (stereo not drawn),.,.,i,8,-4.9,1033,0.1%,-0.92,996,-4,24,-0.49,-0.2,0.087,0.49,-4.0%,2.4,1.9,7.3
Cc1cc(C)cc(N(CC(=O)N/N=C/c2ccncc2)S(=O)(=O)c2ccccc2)c1,-57,625,i,12,-3.0,563,-2.6%,-0.11,1337,-13,-18,3.1,-0.21,1.9,-1.8,-2.4%,6.0,3.5,9.5
CC(C)(C)c1csc(NC(=O)Cc2cccs2)n1,5,688,i,9,1.3,1018,-2.3%,-0.62,1427,19,17,0.044,-0.21,0.7,-0.23,-7.5%,4.8,1.8,3.1
N#CC1=C(N)Oc2n[nH]c(-c3cccnc3)c2C1c1cc(F)ccc1F (stereo not drawn),-9,808,i,9,-2.0,1063,-2.3%,0.78,1208,7,4,-0.21,-0.11,-0.043,0.65,-6.6%,2.1,2.1,4.7
CCN(CC)S(=O)(=O)c1cc(NC(=O)COC(=O)CCC(=O)c2ccc(F)cc2)ccc1C,20,741,i,11,-3.1,582,-0.5%,0.08,1321,1,-6,-0.76,-0.27,-0.68,0.93,-0.9%,2.1,2.8,2.3
Cc1c(Cl)cccc1NC(=S)NCCN1CCOCC1,5,688,i,2,-0.1,1009,-0.7%,.,.,-9,-19,-0.46,-0.23,-0.29,0.4,0.0%,2.3,4.4,9.0
COc1ccc([N+](=O)[O-])cc1NC(=O)CCN1CCN(C)CC1,16,765,i,13,.,.,0.4%,-0.4,1161,-5,15,0.1,-0.015,0.25,-0.27,-1.7%,3.1,2.4,8.0
CC(C)CNC(=O)c1ccccc1-c1ccccc1C(=O)O,5,717,i,6,-7.6,1256,0.2%,.,.,12,22,0.7,-0.29,0.2,0.36,80%,1.6,1.6,6.2
COc1cc(C)ccc1OCCOc1c(Cl)cc(Cl)cc1Cl,.,.,i,13,0.4,1404,-0.9%,0.68,1453,2,-2,-0.46,-0.068,-0.35,0.35,-5.9%,1.4,1.5,9.8
CCn1cc(C(=O)OCC(=O)c2ccccc2)c(=O)c2ccc(C)nc21,7,756,i,8,-1.0,1095,0.6%,0.31,1351,-7,2,0.58,-0.27,0.12,1,1.5%,2.9,1.9,4.5
